# bIAP inh: bovine intestinal alkaline phosphatase inhibitors, primary screen, selectivity assay for TNAP inhibitor project, biochemical, bovine IAP, CDP-star luminescence; alkaline phosphatase, intestinal [Bos taurus]; purified bovine IAP, 30 min; inhibition, % at 20 µM; 190,000 tested, under 10 active;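 active means over 50% inhibition of intestinal alkaline phosphatase at 20 µM in the single-dose screen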
#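 System: purified bovine intestinal alkaline phosphatase (IAP) enzyme; Input: IAP diluted 1/65,000,000 in the well; Measured by: CDP-star luminescence signal; Compound dosing: 20 µM single dose; Incubation: 30 min reaction at room temperature.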
# STAT1 blocker: STAT1 signaling inhibitors, primary screen, cell-based, HTS, luciferase reporter | NIH 3T3 STAT1-luciferase reporter, IFN-gamma, luminescence | inhibition, % at 5.5 µM | 0.35% of 200,000 active;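 active means inhibition above a set limit, the mean inhibition across all tested compounds plus 3 SD, cut at about 34% in these data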;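 further: 0% = IFN-gamma with DMSO and 100% = IFN-gamma with 300 µM nifuroxazide; values of inactives mirror those of a sister screen read the other way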
# STAT3 activator: IL-6 driven STAT3 reporter potentiators, primary screen, U3A cells, luciferase, luminescence, MLSCN library. IL-6 STAT3-luciferase reporter; 100% = signal with IL-6 EC80 alone. activation (% of control), % at 5.6 µM. AID 871, 2007. 0.91% of 190,000 active;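 active means activation above the screen-wide mean of compound activation plus 3 SD, cut at about 130% in these data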;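 further: 0% = background luminescence of wells with medium and substrate only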
#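 Test system: STAT3-luciferase reporter U3A cells; Detection: reporter luminescence signal; Times: 1 h compound pre-exposure, 6 h IL-6 stimulation, 37 °C; Benchmarks: IL-6-only high control; Also added: IL-6 stimulus at 33 ng/mL final.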
# TNAP act hiacc: TNAP activators at high phosphate acceptor level, primary screen, biochemical, luminescence, uHTS; Alkaline phosphatase, tissue-nonspecific isozyme (Homo sapiens), P05186; purified TNAP, CDP-star luminescence, 1 M DEA, 30 min; active compounds read high; 0 = EDTA background, 1 = DMSO-only activity; activation factor at 20 µM; 200,000 tested, under 10 active; AID 1136, 2008;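 active means activation factor at least 2 at 20 µM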
#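 system = human TNAP | amount = enzyme diluted 1/800 final | reagent = 100 µM CDP-star substrate | signal = luminescent substrate turnover signal | dosing = one dose, 20 µM | benchmarks = EDTA negative control, DMSO positive control | measure = activation factor | timing = 30 min reaction, room temperature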
# STAT3 blocker: IL-6 driven STAT3 reporter inhibitors, primary screen, U3A cells, luciferase, luminescence, MLSCN library. inhibition, % at 5.5 µM. 0.89% of 190,000 active. IL-6 STAT3-luciferase reporter; host cell line lacks STAT1;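 active means inhibition above the mean inhibition across all screened compounds plus 3 SD, cut at about 44% in these data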;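 further: 0% = DMSO only wells and 100% = 100 µM nifuroxazide control wells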
# PPARg SRC2 recr: agonists of PPARg-SRC-2 recruitment, primary screen, biochemical, HTS | activation, % at 8 µM | PPARgamma LBD-SRC-2 recruitment | 0.34% of 200,000 active | Peroxisome proliferator-activated receptor gamma (Homo sapiens), P37231; in the data active means activation above about 22%;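 further: 0% = vehicle and 100% = reference agonist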
# Target sequence (P37231 whole entry, looked up, the tested form may be a part): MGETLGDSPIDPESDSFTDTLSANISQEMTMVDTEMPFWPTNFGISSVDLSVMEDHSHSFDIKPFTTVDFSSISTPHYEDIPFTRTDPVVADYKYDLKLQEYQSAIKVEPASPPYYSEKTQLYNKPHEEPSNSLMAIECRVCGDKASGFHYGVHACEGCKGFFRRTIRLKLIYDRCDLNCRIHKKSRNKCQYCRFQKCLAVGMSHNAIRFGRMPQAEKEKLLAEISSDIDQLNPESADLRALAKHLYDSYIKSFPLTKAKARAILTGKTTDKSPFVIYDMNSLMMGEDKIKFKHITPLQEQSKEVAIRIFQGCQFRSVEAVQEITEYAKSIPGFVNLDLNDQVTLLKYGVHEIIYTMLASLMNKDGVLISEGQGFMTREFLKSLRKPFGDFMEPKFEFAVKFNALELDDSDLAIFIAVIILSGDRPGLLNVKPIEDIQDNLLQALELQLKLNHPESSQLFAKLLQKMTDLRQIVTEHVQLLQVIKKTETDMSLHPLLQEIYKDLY
# bIAP act: bovine intestinal alkaline phosphatase activators, primary screen, biochemical, bovine IAP, CDP-star luminescence; activation factor at 20 µM; purified bovine IAP, 30 min; active compounds read high; fold of DMSO-control signal, blank-subtracted; 0.17% of 200,000 active;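 active means activation factor of 2 or more at 20 µM, a signal rise over negative controls twice the positive control's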
# PPARg SRC-1 ag: PPARgamma agonists recruiting SRC-1 coactivator, primary screen, biochemical; activation, % at 8 µM; Peroxisome proliferator-activated receptor gamma (Homo sapiens), P37231; PPARgamma-SRC-1 coactivator recruitment biochemical assay; 0.41% of 200,000 active; in the data active means activation above about 19%;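 further: 0% = DMSO and 100% = reference agonist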
# PPARg SRC-3 ag: PPARgamma agonists recruiting SRC-3 coactivator, primary screen, biochemical | Peroxisome proliferator-activated receptor gamma (Homo sapiens), P37231 | biochemical PPARgamma/SRC-3 coactivator recruitment assay | activation, % at 8 µM | 0.26% of 200,000 active; in the data active means activation above about 23%;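 further: 0% = DMSO and 100% = reference agonist; some compounds past the cut are filed as inactive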
# ROMK primary: ROMK potassium channel modulators, primary screen, cell-based, thallium flux, MLSMR library. Tet-inducible ROMK, thallium flux fluorescence; actives lie on both sides. 2% of 130,000 active. B-score at 10 µM. ATP-sensitive inward rectifier potassium channel 1 (Homo sapiens), P48048;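 active means signal ratio slope over the read window, or its plate-corrected B-score, at least 3 SD from the plate mean, either direction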;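 further: B-score of the F/F0 ratio slope over 7 to 12 s after thallium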
# Target sequence (P48048 whole entry, looked up): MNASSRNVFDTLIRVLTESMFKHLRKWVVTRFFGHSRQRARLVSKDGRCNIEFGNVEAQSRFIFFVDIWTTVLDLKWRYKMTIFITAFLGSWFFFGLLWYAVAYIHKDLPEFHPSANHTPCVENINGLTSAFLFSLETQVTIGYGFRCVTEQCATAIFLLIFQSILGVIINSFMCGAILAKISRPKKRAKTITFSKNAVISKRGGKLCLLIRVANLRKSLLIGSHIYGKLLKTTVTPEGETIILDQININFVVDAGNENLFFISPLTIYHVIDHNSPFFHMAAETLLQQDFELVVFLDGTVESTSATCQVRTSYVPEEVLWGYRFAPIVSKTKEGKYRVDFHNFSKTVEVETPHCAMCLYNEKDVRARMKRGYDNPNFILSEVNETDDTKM
# SRC2 TRFRET art: TR-FRET signal artefacts, primary screen, artefact control for PPARgamma SRC-2 agonist project, biochemical | TR-FRET artefact counter-screen; active compounds read high | TR-FRET ratio at 8 µM | 0.4% of 200,000 active | AID 1049, 2008; in the data active means TR-FRET ratio above about 2000; further: inactives centre near 1500
# Starred values were filed as active, the others as inactive; x = not tested or not shown.
1: Cc1ccc(S(=O)(=O)N2CCN(C(=O)c3ccccc3)C2)cc1[N+](=O)[O-]
2: c1ccc(Cc2nnc(-c3ccccc3)o2)cc1
3: CC(C)Oc1ccc(Cc2c(O)nc(NCCCN(C)C)[nH]c2=O)cc1
4: CCCCCCCC(=O)Nc1ccc(S(=O)(=O)Nc2nccs2)cc1
5: O=C(Nc1ccccc1)c1ccc(-c2ccc(F)cc2)s1
Screen / compound no.	1	2	3	4	5
bIAP inh	10	12	8	4	4
STAT1 blocker	-1	-33	-4	4	-50
STAT3 activator	100	112	103	105	109
TNAP act hiacc	1	1.1	1	1.1	1
STAT3 blocker	2	-11	0	-8	-3
PPARg SRC2 recr	-1	-3	3	13	13
bIAP act	0.9	0.9	0.9	1	1
PPARg SRC-1 ag	1	-2	-8	9	8
PPARg SRC-3 ag	-2	-9	0	8	3
ROMK primary	x	x	0.16	1	-1.4
SRC2 TRFRET art	1390	1676	1389	1480	1632

6: Cn1c(SCC(=O)NCc2cccs2)nnc1-c1ccc(O)cc1
7: COc1cc(/C=N/NC(=O)c2cccc([N+](=O)[O-])c2)ccc1OC(=O)c1ccco1
8: Cc1cccc(C(=O)N2CCN(c3ccc(C(F)(F)F)cn3)CC2)c1C
9: CCOC(=O)c1ccc(NC(=O)CCc2nc(-c3ccccc3Cl)no2)cc1
10: CCCc1cc(=O)n2c([nH]c3ccccc32)c1C#N
Screen / compound no.	6	7	8	9	10
bIAP inh	1	-14	4	5	4
STAT1 blocker	6	-5	7	3	7
STAT3 activator	105	102	91	97	97
TNAP act hiacc	1.1	1	1.1	1	1
STAT3 blocker	-4	9	12	10	4
PPARg SRC2 recr	-6	-4	5	4	12
bIAP act	1	1.1	1	1	1
PPARg SRC-1 ag	1	2	-5	8	0
PPARg SRC-3 ag	2	2	5	1	7
ROMK primary	-0.024	-1.4	x	x	-2.3
SRC2 TRFRET art	1486	1488	1563	1350	1568

11: Cc1ccc(CSc2nnc(-c3ccc(NS(=O)(=O)c4ccccc4)cc3)o2)cc1
12: O=C(NC1CCN(Cc2ccccc2)CC1)c1ccc2c(c1)[nH]c(=O)n2Cc1ccc(F)cc1
13: CC(=O)N[C@H]1C[C@@H]1c1ccccc1
14: O=C(NNC(=O)C1CCN(c2ncccn2)CC1)c1ccncc1
15: COc1ccc(-c2nc(C#N)c(N3CCOCC3)o2)cc1OC
Screen / compound no.	11	12	13	14	15
bIAP inh	17	-8	-4	4	-5
STAT1 blocker	2	9	-5	-3	-10
STAT3 activator	103	63	106	103	94
TNAP act hiacc	1	1	1	1	1
STAT3 blocker	-3	47*	-3	4	13
PPARg SRC2 recr	5	-2	17	-11	-2
bIAP act	0.8	1.1	1	1	1
PPARg SRC-1 ag	11	-4	7	-6	-3
PPARg SRC-3 ag	0	7	5	-3	-4
ROMK primary	0.24	-1.1	0.12	-0.28	0.72
SRC2 TRFRET art	1500	1498	1682	1441	1478

16: Cc1nn(-c2ccccc2)c(C)c1CCC(=O)O
17: O=[N+]([O-])c1ccc(C(O)CNC(=S)Nc2ccccc2)cc1 (stereo unspecified)
18: Cc1ccc(NC(=O)CCSCCC(=O)Nc2ccc(C)c(C)c2)cc1C
19: Cc1sc2nc(C)n(/N=C/c3ccccc3O)c(=O)c2c1C
20: CN(C)CC(O)COC(c1ccccc1)c1ccccc1 (stereo unspecified)
Screen / compound no.	16	17	18	19	20
bIAP inh	-5	-2	-3	8	-5
STAT1 blocker	-5	10	8	5	2
STAT3 activator	129	100	101	83	107
TNAP act hiacc	1	1.1	1	1	1
STAT3 blocker	-27	2	3	23	-7
PPARg SRC2 recr	1	4	0	5	-1
bIAP act	1.1	1	1	0.9	1.1
PPARg SRC-1 ag	0	-5	8	-2	-7
PPARg SRC-3 ag	-2	0	2	0	-1
ROMK primary	x	-0.96	x	0.093	-0.76
SRC2 TRFRET art	1500	1638	1708	1492	1479

21: COc1ccc(N2CC(=O)N(c3ccccc3)C2=S)cc1
22: CC(=O)Nc1sc(NC(=O)c2ccccc2)nc1-c1cccs1
23: O=C(CCNc1cc(Cl)cc(Cl)c1)c1cccs1
24: CC(=O)c1cccc(N(CC(=O)Nc2cccnc2)S(C)(=O)=O)c1
25: CC(C)COc1ccc(C(=O)Nc2ccc(NC(=O)c3ccco3)c(Cl)c2)cc1
Screen / compound no.	21	22	23	24	25
bIAP inh	3	4	31	5	10
STAT1 blocker	-14	12	2	2	4
STAT3 activator	106	97	112	102	87
TNAP act hiacc	1	1.1	1	1.1	1
STAT3 blocker	-13	7	-9	1	21
PPARg SRC2 recr	7	2	8	-11	4
bIAP act	1	1	0.7	0.9	0.9
PPARg SRC-1 ag	6	1	2	-5	7
PPARg SRC-3 ag	-3	6	4	4	6
ROMK primary	x	0.48	0.095	0.24	0.59
SRC2 TRFRET art	1522	1423	1578	1456	1375

26: Cc1cc(=O)[nH]c(SCc2nc3ccc([N+](=O)[O-])cc3[nH]2)n1
27: COc1ccc(C(C)=O)cc1CSc1nncn1-c1ccccc1
28: C=CCSc1nc2sc3c(c2c(=O)n1CC)CCc1ccccc1-3
29: Cc1ccc(C(=O)N(CN2CCCC2=O)c2ccccc2)cc1C
30: CCOC(=O)c1cc2c(n(-c3ccccc3)c1=O)CC(C)(C)CC2=O
Screen / compound no.	26	27	28	29	30
bIAP inh	-1	26	14	0	0
STAT1 blocker	2	1	-15	5	-5
STAT3 activator	95	107	115	117	101
TNAP act hiacc	1	1	1.1	1	1
STAT3 blocker	5	-10	-17	-15	2
PPARg SRC2 recr	-3	5	12	-2	1
bIAP act	1	0.7	0.9	1	1
PPARg SRC-1 ag	1	8	6	6	8
PPARg SRC-3 ag	0	7	12	-2	8
ROMK primary	x	x	0.51	0.17	x
SRC2 TRFRET art	1587	1622	1494	1777	1488

31: CC1CN(C(=S)NC(=O)C2CCCCC2)CC(C)O1 (stereo unspecified)
32: COc1cc(/C=N\Nc2nc3ccccc3o2)cc(OC)c1OC
33: N#CC1=C(Nc2ccccc2)SC=C(c2ccc(Br)cc2)N=C1N1CCOCC1
34: Cc1ccc(Cn2ccc(O)c(Cc3ccccc3)c2=O)cc1
35: O=C(COC(=O)c1cc(-c2ccccc2)nc2ccccc12)Nc1ccc2c(c1)OCO2
Screen / compound no.	31	32	33	34	35
bIAP inh	-14	18	-11	0	19
STAT1 blocker	-14	-20	15	-1	5
STAT3 activator	107	75	114	98	73
TNAP act hiacc	1	0.9	1	1.1	1
STAT3 blocker	-11	34	-18	7	35
PPARg SRC2 recr	-5	-1	8	0	0
bIAP act	1.1	0.8	1.1	1	0.8
PPARg SRC-1 ag	-2	0	3	7	6
PPARg SRC-3 ag	2	14	8	0	2
ROMK primary	0.064	-0.67	x	0.007	x
SRC2 TRFRET art	1423	1766	1669	1635	1492

36: COc1ccc(-c2[nH]c(-c3ccc(C)cc3)nc2SCC(=O)NC2CCCC2)cc1
37: Cc1cc(C)cc(OCC(=O)NC2CCCc3ccccc32)c1 (stereo unspecified)
38: O=C(Oc1ccccc1-c1nnco1)c1ccccc1
39: Cc1ccc(C(=O)CC(=O)c2cc(Cl)ccc2O)cc1
40: Cc1ccc(NC(=O)C(C)OC(=O)CCNS(=O)(=O)c2ccc(C)cc2)cc1 (stereo unspecified)
Screen / compound no.	36	37	38	39	40
bIAP inh	-8	-18	4	33	7
STAT1 blocker	9	4	-3	-29	18
STAT3 activator	90	104	99	115	86
TNAP act hiacc	1	1	1	1.1	1
STAT3 blocker	11	-10	2	-11	19
PPARg SRC2 recr	12	-2	-6	12	-10
bIAP act	1.1	1.2	1	0.7	0.9
PPARg SRC-1 ag	14	-6	-2	7	5
PPARg SRC-3 ag	6	-1	-4	1	-1
ROMK primary	0.67	x	-0.44	1	x
SRC2 TRFRET art	1698	1449	1534	1594	1373

41: CC1C(=O)NN=C1C(=O)N/N=C\C(Br)=C\c1ccccc1 (stereo unspecified)
42: O=C(CS(=O)(=O)c1cn(Cc2ccccc2Cl)c2ccccc12)N1CCOCC1
43: CCOC(=O)C1CCN(CC(O)COc2ccc(C(C)=O)cc2)CC1 (stereo unspecified)
44: Cc1ccccc1-n1c(=O)cc(N2CCN(C(=O)c3ccco3)CC2)[nH]c1=O
Screen / compound no.	41	42	43	44
bIAP inh	-10	15	7	15
STAT1 blocker	81*	0	-2	-1
STAT3 activator	92	104	98	101
TNAP act hiacc	1	1	1	1
STAT3 blocker	17	-2	11	4
PPARg SRC2 recr	7	-7	5	13
bIAP act	1.1	0.8	0.9	0.9
PPARg SRC-1 ag	8	-4	-7	-1
PPARg SRC-3 ag	3	2	2	2
ROMK primary	-0.017	x	x	x
SRC2 TRFRET art	1635	1406	1467	1613

# Among those listed so far, these contain an aryl thioether with sulfur outside any ring.
6: Cn1c(SCC(=O)NCc2cccs2)nnc1-c1ccc(O)cc1
11: Cc1ccc(CSc2nnc(-c3ccc(NS(=O)(=O)c4ccccc4)cc3)o2)cc1
26: Cc1cc(=O)[nH]c(SCc2nc3ccc([N+](=O)[O-])cc3[nH]2)n1
27: COc1ccc(C(C)=O)cc1CSc1nncn1-c1ccccc1
28: C=CCSc1nc2sc3c(c2c(=O)n1CC)CCc1ccccc1-3
36: COc1ccc(-c2[nH]c(-c3ccc(C)cc3)nc2SCC(=O)NC2CCCC2)cc1
Screen / compound no.	6	11	26	27	28	36
bIAP inh	1	17	-1	26	14	-8
STAT1 blocker	6	2	2	1	-15	9
STAT3 activator	105	103	95	107	115	90
TNAP act hiacc	1.1	1	1	1	1.1	1
STAT3 blocker	-4	-3	5	-10	-17	11
PPARg SRC2 recr	-6	5	-3	5	12	12
bIAP act	1	0.8	1	0.7	0.9	1.1
PPARg SRC-1 ag	1	11	1	8	6	14
PPARg SRC-3 ag	2	0	0	7	12	6
ROMK primary	-0.024	0.24	x	x	0.51	0.67
SRC2 TRFRET art	1486	1500	1587	1622	1494	1698

# Screening results from PubChem.
